Compound activity from PubChem.
GAA glycogen: GAA glycogen-cleavage inhibition or activation | P10253 | recombinant GAA, glycogen substrate, Amplex Red glucose oxidase fluorescence | Potency, µM (titrated, usually from 76.4 µM), without a hit: at the top dose activity change, negative = inhibition, actives largely listed as inhibitors | 300,000 compounds, 0.38% hits; active = well fitted inhibition curve with a large enough effect; inconclusive = small, poorly fitted or top-dose-only effect, or another doubt; inactive = no such curve, though single readings can be large or run the other way;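 note: 0% = full enzyme reaction and -100% = no-enzyme basal signal; the screen sought inhibitors and activators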
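Recombinant human alpha-glucosidase (4 nM final) hydrolysed bovine liver glycogen (30 ug) for 40 min at 37 C in pH 5.0 citrate/phosphate with 0.01% Tween-20. Released glucose detected by glucose oxidase/Amplex Red, Ex 573/Em 610 nm. Compounds up to 77 uM; AC50 from Hill fits.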
* = called active by the depositor; u = inconclusive; [ ] = another dose, or the depositor's remark. Potency is the fitted concentration of half-maximal effect. Not all compounds are listed; the hit share may differ from the screen's.

O=C(O)c1ccc(N2CCCS2(=O)=O)cc1
- GAA glycogen: 0%
Cc1cccc(N(C(=O)CCC(=O)Nc2cc(C)on2)C(C(=O)NC2CCCC2)c2cccnc2)c1 (centres undefined)
- GAA glycogen: 2%
COC(=O)C(C)Sc1nc2c(cnn2-c2ccc(Cl)cc2)c(=O)[nH]1 (centres undefined)
- GAA glycogen: 5%
COCc1ccc(C(=O)N2CCCC(Nc3ccc(C(C)C)cc3)C2)s1 (centres undefined)
- GAA glycogen: 6%[76.3 µM]
CCOc1ccccc1N1CCN(C(=O)NCc2ccc(Cl)cc2)CC1
- GAA glycogen: 0%
COc1ccc(OCC(=O)Nc2ccccc2N2CCCCC2)cc1
- GAA glycogen: -2%[76.3 µM]
Cc1cc(C)cc(C(=O)OCC(=O)NCCNC(=O)COC(=O)c2cc(C)cc(C)c2)c1
- GAA glycogen: -3%[76.3 µM]
Cc1oc2c(C)c3oc(=O)c(CCC(=O)N4CCC(C(=O)NCCC(=O)O)(c5ccccc5)CC4)c(C)c3cc2c1C
- GAA glycogen: 0%[76.3 µM]
CSc1cccc(NC(=O)NNC(=O)C2CCN(S(=O)(=O)N(C)C)CC2)c1
- GAA glycogen: 5%[76.3 µM]
O=C(NC1CC1)[C@@H]1CSC2c3ccccc3C(=O)N21 (some centres undefined)
- GAA glycogen: 0%[76.3 µM]

CC1(C)CC(=O)C2=C(C1)O[C@@]1(c3ccsc3)Cc3cc(C#N)ccc3C2O1
- GAA glycogen: -2%[15.3 µM]
COCC(=O)Nc1nnc(SCC(=O)N2C(C)CCCC2C)s1 (centres undefined)
- GAA glycogen: 2%
COc1ccccc1N(CC(=O)NCCc1ccccc1)C(=O)CCC(=O)Nc1ccccn1
- GAA glycogen: 7%[76.3 µM]
Cc1nnc(SCC(=O)NNC(=O)COc2ccc(Cl)cc2)n1C
- GAA glycogen: 3%[76.3 µM]
CCC(=O)Nc1nnc(SCC(=O)NCc2ccc3c(c2)OCO3)s1
- GAA glycogen: 1%[76.3 µM]
COc1ccc(NC(=O)CCC(=O)c2cccs2)c(OC)c1
- GAA glycogen: -6%
COc1ccc(NC(=O)[C@@]2(CC(=O)O)CC(/C=C/c3ccccc3)=NO2)cc1
- GAA glycogen: -9%
COc1ccc(S(=O)(=O)N2CCN(C(=S)NCC3CCCO3)CC2)cc1OC (centres undefined)
- GAA glycogen: -6%[76.3 µM]
CC(Sc1nc(C2CC2)n(-c2ccccc2)n1)C(=O)c1c(N)n(C)c(=O)n(C)c1=O (centres undefined)
- GAA glycogen: -1%[76.3 µM]
CCCN(CCC)CCCNC(=O)c1cc2c(=O)[nH]c3ccccc3c2s1
- GAA glycogen: -2%

CCCCN(C(=O)c1ccccc1OCc1ccc(F)cc1)c1c(N)n(CC(C)C)c(=O)[nH]c1=O
- GAA glycogen: -1%[76.3 µM]
CCc1ccc(N(CC)C(=O)c2cn(C)c(=O)c3ccccc23)cc1
- GAA glycogen: 0%
Cc1ccn2c(c1)nc(=O)c1cc(S(=O)(=O)N3CCC(C)CC3)ccc12
- GAA glycogen: -2%[76.3 µM]
Cc1ccccc1N/C(=N/S(=O)(=O)c1cc(F)ccc1F)c1ccccc1
- GAA glycogen: -10%[76.3 µM]
CCCN(c1ccccc1F)S(=O)(=O)c1cc(-c2cc(C)no2)ccc1OC
- GAA glycogen: -15%[76.3 µM]
COc1ccc(CN(C(=O)c2oc3cc(C)c(C)cc3c2C)C2CCS(=O)(=O)C2)cc1OC (centres undefined)
- GAA glycogen: 3%[76.3 µM]
CC(C)(CN1CCCC1)NS(=O)(=O)c1ccccc1
- GAA glycogen: -2%
COc1cc(CN2CCN(Cc3cccc(OC)c3OC)CC2)cc(OC)c1
- GAA glycogen: -7%
Cc1ccccc1N(CC(=O)NCc1ccc2c(c1)OCO2)C(=O)C1CSC(=O)C1 (centres undefined)
- GAA glycogen: -12%[76.3 µM]
CCOC(=O)c1ccccc1NC(=O)COC(=O)CCNS(=O)(=O)c1ccccc1
- GAA glycogen: 1%[76.3 µM]

O=C(CCl)N1c2ccccc2SCC1c1ccccc1 (centres undefined)
- GAA glycogen: -2%[76.3 µM]
COc1ccc(N2CCN(C(=O)CN3C(=O)NC(c4ccc(OC)cc4)(c4ccc(OC)cc4)C3=O)CC2)cc1
- GAA glycogen: 1%[76.3 µM]
CN(Cc1cccc(Cl)c1)C(=O)C1CSC2(C)CCC(=O)N12 (centres undefined)
- GAA glycogen: 0%[76.3 µM]
N#C/C(=C\C=C\c1ccccc1)C(=O)N1CCCC1
- GAA glycogen: 3%
COc1ccc(C(=O)CCC(=O)NCCc2c[nH]c3ccccc23)cc1OC
- GAA glycogen: 1%
Cc1ccc(Cl)cc1N1CCN(C(=O)CCS(=O)(=O)c2ccc3c(c2)NC(=O)CO3)CC1
- GAA glycogen: -8%[76.3 µM]
CCOc1ccccc1N(CC(=O)NCC1CCCO1)C(=O)CCC(=O)Nc1cc(C)on1 (centres undefined)
- GAA glycogen: 9%
CCc1ccc(C(=O)COC(=O)CNC(=O)CNS(=O)(=O)c2ccccc2)cc1
- GAA glycogen: -1%[76.3 µM]
CCN(CC(=O)NCc1ccc(F)cc1)C(=O)/C=C/c1ccc(S(=O)(=O)N(CC)CC)cc1
- GAA glycogen: -1%
CC(C)C(C(=O)NCC1CCCO1)N(C(=O)CNS(=O)(=O)c1ccccc1)C1CCCCC1 (centres undefined)
- GAA glycogen: 2%

Cc1cc(S(=O)(=O)N2CCCC(C)C2)ccc1-n1cnnn1 (centres undefined)
- GAA glycogen: -1%[76.3 µM]
COc1cccc(OCC(=O)N2CCCc3ccccc32)c1
- GAA glycogen: 4%
Cc1ccc(N(Cc2cc(=O)[nH]c3ccccc23)C(=O)C(C)C)c(C)c1
- GAA glycogen: 12%
Cc1nc(N)nc(SCc2ccc([N+](=O)[O-])cc2)c1N
- GAA glycogen: u
O=C(NCCCc1ccccc1)C1CCN(S(=O)(=O)c2ccc(F)cc2)CC1
- GAA glycogen: -9%[76.3 µM]
O=C(CCS(=O)(=O)c1ccc(Cl)cc1)Nc1ccccc1Br
- GAA glycogen: 1%
CCOc1ccc(C(=O)/C=C/Nc2ccc(S(=O)(=O)Nc3cc(C)nc(C)n3)cc2)cc1
- GAA glycogen: 3%[76.3 µM]
COc1cc(C(=O)OCc2cc(=O)oc3c(C)c(C)ccc23)ccc1OC(F)F
- GAA glycogen: -12%
Cc1nn(CC(=O)NCCN2CCCCCC2)c(=O)c2nn(-c3ccccc3)c(C)c12
- GAA glycogen: -7%[76.3 µM]
O=C(NCCN1CCOCC1)c1sc2cc(Cl)ccc2c1Cl
- GAA glycogen: 0%

Cc1ccc(NC(=O)Cc2nnc(SCC(=O)Nc3ccc(N4CCOCC4)cc3)n2C)cc1
- GAA glycogen: 1%
O=C1CC(c2ccco2)Sc2ccccc2N1 (centres undefined)
- GAA glycogen: -4%
Cc1[nH]n(-c2ccccc2)c(=O)c1N=Nc1ccc(C(=O)O)cc1
- GAA glycogen: -1%
O=C(CCNS(=O)(=O)c1cccs1)N1CCN(c2ccc(F)cc2)CC1
- GAA glycogen: 5%
CC1CCCCN1S(=O)(=O)c1csc(C(N)=O)c1 (centres undefined)
- GAA glycogen: -5%[76.3 µM]
CC(=O)N1CCOc2ccc(S(=O)(=O)N3CCN(c4cc(C)ccc4C)CC3)cc21
- GAA glycogen: -7%[76.3 µM]
CCCOc1ccc(/C(O)=C2\C(=O)C(=O)N(c3ccccn3)C2c2ccccc2F)cc1C (centres undefined)
- GAA glycogen: 4%
CCOc1ccc(NC(=O)CC(=O)Nc2ccc(OCC)cc2)cc1
- GAA glycogen: 2%
CCOc1ccc(Br)cc1C(=O)N/N=C/c1cccnc1
- GAA glycogen: 5%
COc1ccc(CNS(=O)(=O)c2c(C)[nH]c(C)c2C(=O)N2CCCC2)cc1
- GAA glycogen: -18%[76.3 µM]

CCOc1ccccc1NC(=O)c1cc(-c2cc(OC)c(OC)c(OC)c2)nc2ccccc12
- GAA glycogen: 5%
CC(=O)N1CCC(C(=O)NC2CCCc3c2cnn3-c2cc(F)cc(F)c2)CC1 (centres undefined)
- GAA glycogen: -1%[76.3 µM]
Cc1nonc1C(=O)N1CCCC(Nc2ccc(C(C)C)cc2)C1 (centres undefined)
- GAA glycogen: 0%[76.3 µM]
COc1ccc(NC(=O)C2CCC(N3C(=O)C4CCCCC4C3=O)CC2)cc1 (centres undefined)
- GAA glycogen: 8%
CN(C)CCCN(C(=O)c1ccc(S(=O)(=O)N(C)Cc2ccccc2)cc1)c1nc2cc3c(cc2s1)OCO3
- GAA glycogen: -10%[76.3 µM]
O=C(c1ccsc1)N1CCCC(N2CCOCC2)C1 (centres undefined)
- GAA glycogen: -5%[76.3 µM]
COc1cc2c(cc1OC)[C@H](C)N(C(=O)CSc1nc(O)c(C(C)C)c(=O)[nH]1)CC2
- GAA glycogen: 3%[76.3 µM]
CCn1cc(C(=O)N[C@@H](CCSC)C(=O)NCCO)c(=O)c2cc3c(cc21)OCO3
- GAA glycogen: 0%
COc1ccc(N2CC(C(=O)N3CCCC(C)C3)CC2=O)cc1 (centres undefined)
- GAA glycogen: 2%[76.3 µM]
O=C(N/N=C/c1ccccc1O)NC12CC3CC(CC(C3)C1)C2
- GAA glycogen: -6%

COc1ccc(-n2nc(C(=O)NCC(=O)NC3CCCC(C)C3C)c3ccccc3c2=O)cc1 (centres undefined)
- GAA glycogen: 5%
O=C(NNC(=S)NC(=O)c1ccc(Br)cc1)c1cccc([N+](=O)[O-])c1
- GAA glycogen: 5%
C/C(=N\NC(=O)C1CC1)c1ccc(C)c(C)c1
- GAA glycogen: 2%[76.3 µM]
O=C(NCc1ccccc1)C1CCCN(S(=O)(=O)c2ccc(-n3cnnn3)cc2)C1 (centres undefined)
- GAA glycogen: 0%
COc1ccc(C(=O)NC2CCN(CC(=O)NC3CCCCC3)CC2)cc1
- GAA glycogen: 3%
CCN1CCN(C(=O)c2c(-c3c(Cl)cccc3Cl)noc2C)CC1
- GAA glycogen: 1%
Cc1cccc(-n2ncc3c2CCCC3NC(=O)CCN2CCCCO2)c1C (centres undefined)
- GAA glycogen: 5%[76.3 µM]
CCn1c(=O)c2cc(C(=O)N(C)CC(OC)OC)sc2c2ccccc21
- GAA glycogen: 1%
O=C(NCc1ccccc1)C(c1ccccc1)N(C(=O)c1csnn1)C1CCCC1 (centres undefined)
- GAA glycogen: 4%
CC(C)(C)N(NS(=O)(=O)c1ccc(F)cc1)c1ccccc1
- GAA glycogen: -9%

In another format: entries from further up.
SMILES	GAA glycogen
COc1ccc(N2CC(C(=O)N3CCCC(C)C3)CC2=O)cc1 (centres undefined)	2%[76.3 µM]
O=C(N/N=C/c1ccccc1O)NC12CC3CC(CC(C3)C1)C2	-6%
COc1ccc(-n2nc(C(=O)NCC(=O)NC3CCCC(C)C3C)c3ccccc3c2=O)cc1 (centres undefined)	5%
O=C(NNC(=S)NC(=O)c1ccc(Br)cc1)c1cccc([N+](=O)[O-])c1	5%
C/C(=N\NC(=O)C1CC1)c1ccc(C)c(C)c1	2%[76.3 µM]

The results go on.
O=C(Cc1ccccc1F)NC1CCSc2ccccc21 (centres undefined)
- GAA glycogen: 1%[76.3 µM]
Cc1c(CC(=O)O)c(=O)oc2c(C)c3occ(-c4ccc(Br)cc4)c3cc12
- GAA glycogen: 0%
O=C(CSc1nnc(NC(=O)c2cccc(F)c2)s1)NC1CCCC1
- GAA glycogen: 7%
Cc1cc(C)c(NC(=O)c2ccc3c(c2)CCN3S(C)(=O)=O)c(C)c1
- GAA glycogen: -15%
COc1ccc(/C=N/NC(=O)CNC(=O)/C=C/c2ccco2)cc1OC
- GAA glycogen: 0%[76.3 µM]
O=C(O)CN1C(=O)/C(=C\c2ccccc2OCc2ccc(Cl)cc2)SC1=S
- GAA glycogen: -2%
O=C(NCc1ccccn1)Nc1cccc([N+](=O)[O-])c1
- GAA glycogen: -2%[76.3 µM]
COc1ccc(CC(NC(C)=O)C(=O)NC2CCN(C(=O)C3CCCCC3)CC2)cc1OC (centres undefined)
- GAA glycogen: 4%
Cn1nnnc1SCCNC(=O)C1CCC(=O)N(Cc2ccccc2F)C1 (centres undefined)
- GAA glycogen: -6%[76.3 µM]
CCn1cc(C(=O)N[C@H](C(=O)O)C(C)C)c(=O)c2cc3c(cc21)OCO3
- GAA glycogen: 3%

O=C1/C(=C/c2ccc(Br)cc2)Oc2cc(O)ccc21
- GAA glycogen: -2%
COc1ccc(S(=O)(=O)NCC(=O)N(CC(=O)NCc2ccccc2)Cc2ccco2)cc1
- GAA glycogen: 4%
Cc1cc(Br)cc(Br)c1OCC(=O)NNC(=O)CCC(=O)NCc1ccccc1
- GAA glycogen: 0%[76.3 µM]
COc1ccc(CNC(=O)CNC(c2ccccc2)c2ccccc2)cc1OC
- GAA glycogen: 2%[76.3 µM]
Cc1ccc(CNC(=O)Cn2cccc2)cc1
- GAA glycogen: 6%
COC(=O)C(=O)C/C(=N/Nc1ncnc2ccccc12)c1ccc(Cl)cc1
- GAA glycogen: -13%[76.3 µM]
COc1cc(C)ccc1OCc1cc(C(=O)N2CCCCCCC2)no1
- GAA glycogen: -7%[76.3 µM]
CCOC(=O)c1cc(S(=O)(=O)N(C)Cc2ccccc2)cn1C
- GAA glycogen: -6%[76.3 µM]
Cc1cc(C)n(CC(=O)N2CCCC(N3CCN(c4cccc(C(F)(F)F)c4)CC3)C2)n1 (centres undefined)
- GAA glycogen: -1%[76.3 µM]
CC(CNC(=O)C1CCCN(S(=O)(=O)N2CCOCC2)C1)c1ccccc1 (centres undefined)
- GAA glycogen: 5%[76.3 µM]

CCOc1ncccc1C(=O)N(CC)CC(=O)NCc1ccc(Cl)cc1
- GAA glycogen: 5%
Cc1cc(NC(=O)CCC(=O)N(c2cccc(F)c2)C(C(=O)NC2CCCC2)c2ccc(C)o2)no1 (centres undefined)
- GAA glycogen: -2%
CCOc1ccc(N(CC)S(=O)(=O)c2cccc3nsnc23)cc1
- GAA glycogen: -3%
O=C(O)C/C(=C\c1cc(Br)cs1)c1nc2ccccc2o1
- GAA glycogen: -9%
